# Assay outcomes (PubChem)
# POLH inh: inhibitors of human DNA polymerase eta. Q9Y253. recombinant Pol eta, fluorescent DNA replication assay. Potency, µM (highest dose often 114 µM), for the others: top-dose activity change, negative = inhibition, most hits filed as inhibitors. 1.2% of 390,000 active; also: potency is read from the fitted curve at half-maximal effect; % is scaled to controls: 0 for no effect and ±100 for the full control effect
#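 Pol eta at 10 nM preincubated with compounds 15 min at room temperature; reaction started with fluorescent substrate (50 nM final) and read kinetically at 0 and 10 min.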
# RXFP1 antagonist: antagonists of human relaxin receptor RXFP1. activity change, negative = inhibition, % at 57.5 µM. AID 1259400. 0.59% of 350,000 active. HEK293-RXFP1, relaxin-stimulated cAMP HTRF, 30 min; active compounds read low;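 active = activity change of -60% or lower, but not beyond a set lower limit; inconclusive = change between -60% and -40%, or beyond the set limit; inactive = change above -40%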; also: % is scaled to controls: 0 for no effect and ±100 for the full control effect
# Pol beta inh: blocks human DNA polymerase beta activity; P06746; AID 485314; Pol beta primer extension/strand displacement, fluorescence kinetic; 1.3% of 340,000 active; Potency, µM (highest dose often 114 µM), for the others: at the top dose activity change, negative = inhibition, hits mostly inhibitors; also: potency is read from the fitted curve at half-maximal effect; % is scaled to controls: 0 for no effect and ±100 for the full control effect
#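 Human Pol beta at 10 nM; strand-displacement substrate 50 nM final. Compound exposure 15 min at room temperature before start, reaction 10 min at room temperature.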
# Pol kappa inh: inhibitors of human DNA polymerase kappa; purified Pol kappa, fluorescent DNA synthesis assay, 10 min; 0.53% of 400,000 active; Q9UBT6; Potency, µM (series often up to 107 µM), without a hit: at the top dose activity, negative = inhibition, usual class: inhibitors; AID 588579; also: potency is read from the fitted curve at half-maximal effect; % is scaled to controls: 0 for no effect and ±100 for the full control effect
#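 10 nM Pol kappa was preincubated with compounds for 15 min at room temperature. Reaction started with 50 nM (final) substrate. Fluorescence read kinetically at 0 and 10 min.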
# PGK inhibitor: inhibitors of T. brucei phosphoglycerate kinase; PGK/GAPDH coupled, Kinase-Glo luminescence, 60 min; AID 602233; 0.043% of 380,000 active; Potency, µM (doses to about 57.5 µM), for the others: top-dose activity change, negative = inhibition, hits mostly inhibitors; also: potency is read from the fitted curve at half-maximal effect; % is scaled to controls: 0 for no effect and ±100 for the full control effect; nearly all actives have a fitted effect of over 60% in size
#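 Recombinant glycosomal PGK reaction used 1,3-bisphosphoglycerate generated in-well by GAPDH (100nM final) in 100mM TEA pH 7.6, 5mM MgCl2, 0.01% Tween-20. After 60 minutes at room temperature, ATP was read by Kinase-Glo Plus luminescence end-point.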
# POLI inh: DNA polymerase iota (human) inhibition | Q9UNA4 | Pol iota fluorescent replication assay, 10 min | Potency, µM (titrated, usually from 115 µM), for the others: at the top dose activity, negative = inhibition, hits mostly inhibitors | 1% of 390,000 active | AID 588590; also: potency is read from the fitted curve at half-maximal effect
#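 Pol iota at 10 nM preincubated 15 min with compounds at room temperature; reaction started with fluorescent substrate, 50 nM final. Fluorescence read kinetically at 0 and 10 min; buffer-only wells as negative control.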
# Apoferritin bind: binds horse apoferritin like a general anesthetic | P02791 | apoferritin/1-aminoanthracene competitive binding, fluorescence | Potency, µM (series often up to 77.5 µM), without a hit: at the highest dose activity change, negative = displacement, usual class: inhibitors | 0.074% of 350,000 active | AID 485281; also: potency is read from the fitted curve at half-maximal effect; % is scaled to controls: 0 for no effect and ±100 for the full control effect; nearly all actives have a fitted effect of over 20% in size
#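 Read-out: endpoint 1-AMA fluorescence, excitation 380 nm and emission 535 nm, after compounds sit 10 min at room temperature with 10 uM horse-spleen apoferritin in 50% saturated 1-AMA/PBS. Values come from four-parameter Hill fits.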
# BLM inh: blocks DNA unwinding by human BLM helicase; P54132; recombinant BLM DNA unwinding, fluorescence dequenching; Potency, µM (top dose mostly 56.1 µM), inactives show at the top dose activity change, negative = inhibition, most hits filed as inhibitors; 0.2% of 350,000 active; AID 2528;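 also: potency is read from the fitted curve at half-maximal effect; plate controls were vehicle for no effect and no enzyme for full effect; nearly all actives have a fitted effect of over 35% in size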
# Target sequence (P54132 whole entry, looked up): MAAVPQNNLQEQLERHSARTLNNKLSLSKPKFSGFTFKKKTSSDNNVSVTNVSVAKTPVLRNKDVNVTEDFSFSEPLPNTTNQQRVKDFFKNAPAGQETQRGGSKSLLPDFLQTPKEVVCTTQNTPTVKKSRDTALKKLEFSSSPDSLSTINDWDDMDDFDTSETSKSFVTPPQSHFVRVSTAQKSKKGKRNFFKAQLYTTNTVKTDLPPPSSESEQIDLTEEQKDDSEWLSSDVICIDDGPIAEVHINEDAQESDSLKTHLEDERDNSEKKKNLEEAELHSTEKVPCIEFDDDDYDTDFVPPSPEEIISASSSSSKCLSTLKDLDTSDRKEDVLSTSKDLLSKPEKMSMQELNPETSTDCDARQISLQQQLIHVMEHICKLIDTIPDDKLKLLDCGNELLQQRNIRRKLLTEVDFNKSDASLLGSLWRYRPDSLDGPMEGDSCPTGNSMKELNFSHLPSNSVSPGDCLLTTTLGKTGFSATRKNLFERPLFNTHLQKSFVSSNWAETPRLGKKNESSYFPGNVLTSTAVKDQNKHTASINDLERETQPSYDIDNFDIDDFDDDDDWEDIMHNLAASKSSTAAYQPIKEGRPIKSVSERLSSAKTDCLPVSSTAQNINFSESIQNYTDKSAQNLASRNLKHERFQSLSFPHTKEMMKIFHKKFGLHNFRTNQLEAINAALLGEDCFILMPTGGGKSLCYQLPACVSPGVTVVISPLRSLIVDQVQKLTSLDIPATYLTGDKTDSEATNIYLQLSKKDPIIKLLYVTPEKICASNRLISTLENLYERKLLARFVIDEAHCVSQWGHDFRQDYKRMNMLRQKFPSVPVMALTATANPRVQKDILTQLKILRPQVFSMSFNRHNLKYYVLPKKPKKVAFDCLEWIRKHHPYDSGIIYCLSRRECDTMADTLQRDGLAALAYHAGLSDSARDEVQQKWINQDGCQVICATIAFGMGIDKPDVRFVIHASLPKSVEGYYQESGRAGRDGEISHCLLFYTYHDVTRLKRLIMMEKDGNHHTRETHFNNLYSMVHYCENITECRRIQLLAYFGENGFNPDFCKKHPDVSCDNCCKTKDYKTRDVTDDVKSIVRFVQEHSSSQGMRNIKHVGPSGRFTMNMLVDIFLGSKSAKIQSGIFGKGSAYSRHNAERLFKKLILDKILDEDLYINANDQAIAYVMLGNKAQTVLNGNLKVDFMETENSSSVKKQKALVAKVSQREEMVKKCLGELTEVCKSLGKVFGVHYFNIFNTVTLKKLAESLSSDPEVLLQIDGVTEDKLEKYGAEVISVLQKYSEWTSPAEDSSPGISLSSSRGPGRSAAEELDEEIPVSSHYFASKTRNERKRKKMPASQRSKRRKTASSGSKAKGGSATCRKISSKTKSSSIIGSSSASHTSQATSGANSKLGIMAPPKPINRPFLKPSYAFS
# APE1 inh: inhibitors of human APE1 endonuclease; recombinant APE1, TAMRA/BHQ-2 abasic DNA cleavage fluorescence; P27695; Potency, µM (titrated, usually from 65.8 µM), without a hit: top-dose activity change, negative = inhibition, usual class: inhibitors; AID 2517; 0.35% of 350,000 active;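 also: potency is read from the fitted curve at half-maximal effect; plate controls were vehicle for no effect and reference inhibitor for full effect; nearly all actives have a fitted effect of over 55% in size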
#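 0.75 nM APE1 + cpd, 15 min RT; start w/ 50 nM TAMRA/BHQ-2 THF-abasic dsDNA; kinetic fluor 525/598 nm ×3 reads @60 s; Δ(read3−read1); normalized to DMSO and NSC13755 control wells.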
# Active calls of the source: *; i = inactive; ? = inconclusive; nt = not tested or not shown; & = joins results of further samples; [ ] = another dose, or the depositor's remark. Unless noted, calls follow the shape of the dose curve; as a rule, active = well fitted curve in the direction sought with a large enough effect; inconclusive = small, poorly fitted or top-dose-only effect, or another doubt; inactive = no such curve, though single readings can be large; an effect the other way counts as inactive or inconclusive.
SMILES,POLH inh,RXFP1 antagonist,Pol beta inh,Pol kappa inh,PGK inhibitor,POLI inh,Apoferritin bind,BLM inh,APE1 inh
Clc1nc2ccccc2cc1-c1nnn(-c2ccccc2)n1,-4%,nt,1%,-4%,-4%,-5%,-10%,1%,6%
O=C1/C(=C/c2cccnc2)SC(=S)N1Cc1ccco1,?,?,nt,-5%,i,6%,nt,nt,nt
CC(C)(C)C(=O)N1CCC(O)(CS(=O)(=O)Cc2ccc(Cl)cc2)CC1,3%,0,30%,-5%,-7%,9%,-17%,-1%,-4%
CCOC(=O)c1c(N)c2cc([N+](=O)[O-])ccc2n1C,-12%,-2,12%,-1%,-3%,-22%,0%,-2%,-8%
CSCCC(NC(=O)C1CCC(C)CC1)C(=O)O (stereo not drawn),-20%,-1,10%,-9%,2%,6%,6%,-1%,8%
COc1cc(CCC(=O)NCc2ccc3c(c2)CCN3C(=O)c2cccc(C)c2)cc(OC)c1OC,-15%,-2,2%,-9%[60.1 µM],0%,-14%,-15%,-1%,nt
Cc1cc(=O)n2nc(N3CCC(C(=O)NCc4ccccc4)CC3)sc2n1,5%&-21%,7,-16%&-4%,-3%&-5%,3%&10%,-7%&39%,-12%&-5%,0%&-3%,71%[activator]
CCCNC(=O)c1ccc(N2CCC3(CC2)CC(c2cccc(Br)c2)=NO3)c(NC(=O)c2ccc(Br)cc2)c1,-4%,nt,nt,-15%,-5%,?,nt,nt,27%
O=C(O)CCCN1C(=O)/C(=C/c2ccncc2)SC1=S,-4%,-22,-3%,-14%,i,?,-8%,0%,5%
Cc1c(C(=O)Nc2ccc(C(F)(F)F)cc2)sc2ncn(CC(=O)N3CCN(c4ccccn4)CC3)c(=O)c12,-20%,4,1%,-13%,-3%,?,-12%,-8%,-18%
CCOC(=O)CSc1ncnc2c1c(-c1ccccc1)cn2-c1ccc(OC)cc1,?,-8&8,0%&-12%,-9%&-1%,-3%&0%,-29%&15%,147%&96%[activator],-7%&-4%,-3%
CCOC(=O)c1ccc(N2CCCCC2)c(NS(=O)(=O)c2ccc(C)cc2)c1,-16%,-5,-14%,-1%,5%,33%[activator],3%,-9%,-7%
CC(C)Cn1c(N)c(C(=O)COC(=O)Cc2cccc(C(F)(F)F)c2)c(=O)n(C)c1=O,-24%,-33,nt,-5%,-2%,19%,nt,nt,34%
Cc1ccc(Cl)cc1NC(=O)Cn1cc2c(n1)CCCC2,-6%,nt,-1%,-2%,i,9%,-13%,-2%,3%
Cc1ccc(N=Cc2c(O)n(C)c(=O)n(C)c2=O)nc1,-5%,-17,28%,-4%,-12%,-11%,-17%,-2%,-2%
Cc1ccc(Cl)cc1-n1c(=O)cc(N2CCN(C(=O)c3ccco3)CC2)[nH]c1=O,?,1,0%,1%,4%,-5%,1%,3%,-7%
N#C/C(=C\c1ccc(F)cc1)C(=O)NCC1CCCO1 (stereo not drawn),-8%,-6,-19%,-5%,-5%,-14%,-3%,0%,nt
C=CCN(c1ccccc1)S(=O)(=O)c1cccc(C(=O)N2CCCC2)c1,-11%,0,nt,-6%,-2%,-10%,nt,nt,31%
CNC(=O)C1CC(=O)N(CCCc2ccccc2)C(=Nc2ccccc2)S1 (stereo not drawn),-5%,-3,-2%,-17%,-4%,2%,1%,-5%,-3%
C=C(C)CNC(=S)N/N=C/C1=CCC2CC1C2(C)C (stereo not drawn),?,-21,8%,-18%,2%,41%[activator],-22%,-12%,7%
CC(=O)Nc1ccc(S(=O)(=O)NCc2nnnn2-c2ccc(F)cc2)cc1,-16%,-2,nt,-6%,2%,10%,nt,nt,0%
CCc1ccc(-c2cc(C)no2)cc1S(=O)(=O)N1CCN(c2ccccc2OC)CC1,-26%,-10,?,0%,7%,-9%,4%,-9%,-2%
Cn1cccc1-c1nc2ccc(NC(=O)c3ccccc3)cc2[nH]1,-10%,2,-8%,-7%,-4%,-10%,-4%,-4%,-1%
CCN(c1cccc(C)c1)S(=O)(=O)c1cc2c3c(c1)CCN3C(=O)CC2,-11%,0,nt,-5%,-4%,8%,nt,nt,13%
CCOc1cc(/C=C2\C(=N)N3N=C(S(C)(=O)=O)SC3=NC2=O)ccc1OCCOc1cccc(OC)c1,28µM*,-31,?,-21%,?,?,-1%,-16%,?
Cc1cc(C)c(S(=O)(=O)NCCc2csc3nc(-c4ccc(Cl)cc4)nn23)c(C)c1,-19%,?,0%,-11%[60.1 µM],-5%,2%,-4%,-7%,nt
CC1CCCN(C(=O)c2ccccc2OC2CCN(S(C)(=O)=O)CC2)C1 (stereo not drawn),-9%,-1,46%,-5%,-5%,22%,-5%,-5%,-2%
Cc1sc2c(c1C)C(=O)NC(c1cccc(O)c1)N2 (stereo not drawn),nt,nt,10%,nt,nt,nt,-18%,-1%,-1%
O=C(CNC(=O)c1ccccc1Cl)Nc1ccncc1,-4%,1,nt,-4%,5%,-6%,nt,nt,26%
Cc1cccc(OCC(=O)NCc2ccc(F)cc2)c1,-2%,0,39%,-9%,8%,-1%,-4%,3%,-7%
CCN(C(=O)COC(=O)c1cc(C)oc1C)c1c(N)n(Cc2ccccc2)c(=O)[nH]c1=O,-10%,-5,nt,0%,i,25%,nt,nt,17%
CC(=O)c1ccc(Oc2nc(-c3cccnc3)nc3ccccc23)cc1,-6%,-9,0%,1%,3%,106%[activator],-15%,0%,-4%
Cc1cccc(OCc2nc(C)cc(=O)[nH]2)c1,-15%,-11,8%,-3%,-7%,9%,4%,0%,15%
COc1ccc(-c2cc(C(=O)NCCc3ccc(OC)c(OC)c3)c3ccccc3n2)cc1,-14%,-1,-3%,-17%,-6%,-3%,0%,-4%,nt
C=CCC(NCc1ccco1)c1ccc(OC)c(OC)c1 (stereo not drawn),-2%,-9,16%,-8%,4%,-1%,-14%,0%,-11%
O=C(c1ccccc1-c1nc2ccccc2[nH]1)N1CCCCC1,-18%,-4,2%,-7%,-4%,-7%,-12%,0%,3%
CC(=O)Cc1nsc(NC(=O)c2ccc(-c3cccc(Cl)c3)o2)n1,-6%,-4,4%,-3%,-1%,?,-6%,4%,-3%
CCOC(=O)c1ccc(N2C(=O)c3[nH]nc(-c4ccc(OCC)cc4)c3C2c2ccc(OC)cc2OC)cc1 (stereo not drawn),-20%,nt,10%,-10%,-1%,?,56%[activator],-12%,nt
COc1ccc(CNC(=O)CCC(=O)N2CCSc3ccccc32)cc1,-21%,-2,7%,5%,i,8%,-10%,-1%,nt
COc1ccc2[nH]c3c(c2c1)CCNC3C1CC=C(C)CC1 (stereo not drawn),-11%,-8,9%,-3%,-9%,27%,-4%,2%,-9%
CCCCn1c(N)c(N(CCC(C)C)C(=O)CN2C(=O)C3CCCCC3C2=O)c(=O)[nH]c1=O (stereo not drawn),-24%,-16,39%,-8%,i,28%,-10%,-3%,28%
NC(=O)c1nc(-c2ccccc2)c(-c2ccccc2)[nH]c1=O,-18%,6,nt,4%,-3%,141%[activator],nt,nt,nt
Cc1ccc(-n2c(C)cc(/C=N/Nc3ccc([N+](=O)[O-])cn3)c2C)cc1,-18%,nt,9%,-11%,-9%,1%,-21%,-4%,-2%
CC(=O)C1=C(O)C(=O)N(c2ccc(O)cc2)C1c1cccc(F)c1 (stereo not drawn),-5%,3,42%,-19%,0%,-4%,7%,1%,-2%
Cc1ccc(C(=O)Nc2nccc(-c3cccs3)n2)cc1,2%,-9,82%,-3%,i,9%,-20%,2%,-1%
COc1ccc(C[C@H]2CN3C(=NC[C@@H]3Cc3ccc(O)cc3)N2C[C@H](C)NC(=O)c2ccc(C)c(Br)c2)cc1,-12%,nt,1%,-10%,-3%,?,-24%,8%,15%
CC1CCN(C(C(=O)Nc2ccc(C(C)C)cc2)c2ccc3c(c2)OCO3)CC1 (stereo not drawn),-15%,nt,-20%,5%,-9%,-24%,-17%,1%,-6%
COc1ccc(C(CNC(=O)c2[nH]c(C)c(C(C)=O)c2C)N2CCOCC2)cc1 (stereo not drawn),-16%,-7,nt,1%,i,6%,nt,nt,-7%
COc1ccc2c(c1)C1C=CCC1C(c1cc3c(cc1Br)OCO3)N2 (stereo not drawn),-12%,3,-3%,-13%,3%,3%,-13%,-11%,-3%
Cc1ccsc1CNc1ncnc2ccc(-c3c(C)noc3C)cc12,1%,nt,nt,3%,-4%,?,?,-6%,?
CCCn1c(=O)sc2cc(NC(=O)c3ccc(OC)c(Br)c3)ccc21,-13%,nt,11%,-20%,2%,2%,49%[activator],-11%,nt
O=C(NCc1ccc2c(c1)OCO2)c1nc(S(=O)(=O)Cc2ccccc2)ncc1Cl,1%,-39,17%,-13%,-7%,?,-1%,-1%,62%[activator]
Cc1ccnc(NC(=O)C2CCCN(S(=O)(=O)c3ccc4[nH]c(=O)ccc4c3)C2)c1 (stereo not drawn),9%,8,31%,4%,i,5%,-2%,-4%,42%[activator]
Cc1[nH]ccc(=O)c1OCc1c(Cl)cccc1Cl,-16%,-6,-1%,-5%,-8%,8%,-6%,2%,1%
CN1CCN(C(=O)c2ccc(C3SCC(=O)N3Cc3ccco3)cc2)CC1 (stereo not drawn),-12%,3,-2%,14%,i,0%,-11%,-1%,0%
CCOCCOC(=O)c1ccc(NC(=O)/C=C/c2ccc(OC)c(OC)c2)cc1,-12%,-31,5%,-17%,-6%,-12%,46%,-3%,nt
O=C(COc1ccccc1)NCCc1cn2ccsc2n1,3%,6,1%,-2%,-5%,-29%,-2%,-1%,4%
CS(=O)(=O)Nc1ccc(C2=NN(S(C)(=O)=O)C(c3ccccc3)C2)cc1 (stereo not drawn),-14%,-9,-11%,-20%,-10%,20%,-7%,5%,0%

# Copied from the results shown for reference:
SMILES,POLH inh,RXFP1 antagonist,Pol beta inh,Pol kappa inh,PGK inhibitor,POLI inh,Apoferritin bind,BLM inh,APE1 inh
O=C(COc1ccccc1)NCCc1cn2ccsc2n1,3%,6,1%,-2%,-5%,-29%,-2%,-1%,4%
CS(=O)(=O)Nc1ccc(C2=NN(S(C)(=O)=O)C(c3ccccc3)C2)cc1 (stereo not drawn),-14%,-9,-11%,-20%,-10%,20%,-7%,5%,0%

# An excerpt, so the mix of outcomes need not match the whole.
